CF NFkB inh: inhibitors of PAF-induced NF-kB signaling, primary screen, cell-based, GFP fluorescence, uHTS. KKLEB NF-kB-GFP reporter, GFP fluorescence overnight. inhibition, % at 5 µM. actives 0.86% (n = 360,000);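 active means at least 50% inhibition at 5 µM, scaled per plate between neutral and stimulator controls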;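 further: PAF is a Pseudomonas aeruginosa culture filtrate used as stimulus; plate controls were PAF-stimulated DMSO wells for no effect and unstimulated DMSO wells for full effect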
TWEAK-Fn14 inh: inhibitors of TWEAK-Fn14 signaling, primary screen, luciferase reporter cells, uHTS | TWEAK-stimulated Fn14 reporter cells, luciferase luminescence, 8 h | inhibition, % at 10 µM | actives 2% (n = 360,000) | AID 1159606, 2016; in the data active means inhibition above about 50%
NR2E3 ag-1: inhibitors of NR2E3-RetCOR corepressor binding, primary screen, NR2E3 agonist project, biochemical, TR-FRET, GST-NR2E3, biotin-RetCOR. Photoreceptor-specific nuclear receptor (Homo sapiens), Q9Y5X4. 1536-well. inhibition of corepressor binding, % at 4.78 µM. actives 0.12% (n = 320,000). AID 2300, 2010;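 active means percent inhibition above the cutoff of mean plus 3 SD of all tested compounds, set per screening campaign, cut at about 20% in these data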;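 further: 0% = DMSO wells and 100% = biotin wells as full block of FRET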
Target sequence (Q9Y5X4 whole entry, looked up): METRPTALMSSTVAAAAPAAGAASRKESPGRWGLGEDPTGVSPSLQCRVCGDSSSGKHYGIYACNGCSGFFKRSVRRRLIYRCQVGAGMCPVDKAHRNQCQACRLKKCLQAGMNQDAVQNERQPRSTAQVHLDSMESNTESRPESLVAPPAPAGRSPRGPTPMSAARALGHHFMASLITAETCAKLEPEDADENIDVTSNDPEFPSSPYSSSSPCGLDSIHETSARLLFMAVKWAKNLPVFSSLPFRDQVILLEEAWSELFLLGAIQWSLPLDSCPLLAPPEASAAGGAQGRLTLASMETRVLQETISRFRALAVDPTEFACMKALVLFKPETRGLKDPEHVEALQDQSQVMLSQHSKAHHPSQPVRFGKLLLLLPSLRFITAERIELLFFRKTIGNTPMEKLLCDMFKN
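Test system: GST-NR2E3 and biotin-RetCOR proteins | Quantity: 1.35 nM GST-tagged NR2E3 final | Medium: Tris pH 7.5 | Also added: 7 nM biotin-RetCOR | Dosing: Compound at 4.8 µM, single dose | Timing: 5 h at 4 °C | Detection: Time-resolved FRET | Read-out basis: Percent inhibition | Benchmarks: Biotin wells as high control, 0.6% DMSO wells as low control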
TROY signal inh: inhibitors of TROY-driven NF-kB signaling, primary screen, Q293 LMP1-TROYcd cells, NF-kB luciferase, uHTS. actives 0.98% (n = 360,000). Q293 LMP1-TROYcd NF-kB luciferase reporter, 4 h. AID 1347056, 2019. inhibition, % at 10 µM;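 active means compounds whose plate-normalised and pattern-corrected inhibition of the luciferase reporter signal at the single screening dose is 50% or more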
MITF TRPM1 inh: inhibitors of MITF-dependent TRPM1 promoter reporter, primary screen, cell-based, SK-MEL-5, single point, luciferase; SK-MEL-5 TRPM1 promoter luciferase, 24 h; inhibition, % at 12.5 µM; actives 0.83% (n = 330,000); AID 488899, 2010;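 active means mean inhibition across replicates of 60% or more, whatever share of single replicates reaches that level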; further: values of inactives mirror those of a sister screen read the other way
KKLEB cytotox: cytotoxicity in KKLEB CF airway cells, primary screen, cytotoxicity control for CF NF-kB inhibitor project, cell-based, uHTS, fluorescence assay plates; KKLEB CF airway cells viability, ATPlite luminescence, overnight; active compounds read low; cells stimulated with P. aeruginosa culture filtrate; activity change (cytotoxicity), % at 5 µM; actives 0.36% (n = 360,000); AID 602141, 2011;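 active means corrected activity change at or below -50% at 5 µM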
TRAIL sens C8: viability loss with TRAIL in NB7+C8 cells, primary screen, TRAIL sensitizer project, cell-based, ATPlite luminescence. AID 624354, 2012. actives 1% (n = 360,000). inhibition (viability loss, TRAIL sensitization), % at 10 µM;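 active means compounds causing at least 50% loss of cell viability in the single-dose screen, relative to plate controls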
NR2E3 ag-2: NR2E3 agonists in two-hybrid cells, primary screen, cell-based, luminescence, CHO-S, Gal4-NCOR/VP16-NR2E3; Photoreceptor-specific nuclear receptor (Homo sapiens), Q9Y5X4; inhibition of corepressor binding, % at 3.98 µM; AID 602229, 2012; luciferase; actives 0.35% (n = 360,000);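 active means inhibition above the mean of all tested compounds plus 3 SD, cut at about 70% in these data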;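 further: 0% = DMSO with NR2E3 transfected cells and 100% = cells lacking NR2E3 construct; higher means lower luciferase signal from less NR2E3 corepressor binding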
Shn3 3UTR inh: reduction of Shn3 3'UTR firefly luciferase signal, primary screen, Schnurri-3 inhibitor project, cell-based, Clone20 osteoblasts, set 2; Clone20 osteoblast Shn3 3'UTR firefly luciferase, 24 h; inhibition, % at 12.5 µM; actives 0.52% (n = 360,000); AID 588674, 2011;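 active means mean inhibition of at least 75% with every replicate also reaching 75%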;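 further: 0% = median of neutral control wells and 100% = pilot-screen positive control compound; some compounds past the cut are filed as inactive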
Peg3 promoter: Peg3 promoter-driven luciferase inhibitors, primary screen, cell-based, HeLa, luciferase luminescence; actives 1.7% (n = 360,000); inhibition, % at 20 µM; HeLa PEG-Prom luciferase reporter, overnight;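 active means inhibition of at least 50% at 20 µM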
HIF-2a block: HIF-2a reporter inhibitors, primary screen, luminescence, 786-0 RCC cells; 786-0 RCC cells HIF-2a reporter, luciferase luminescence, overnight; actives 0.72% (n = 360,000); inhibition, % at 18.8 µM; AID 624352, 2012;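 active means inhibition of the luminescence signal of 40% or more relative to plate controls, in a single-dose primary screen at 18.75 µM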
* marks the source's active call; other numbers are inactive results; / = no result given. Only part of the results is shown; count on the stated rates, not on these rows.

SMILES	CF NFkB inh	TWEAK-Fn14 inh	NR2E3 ag-1	TROY signal inh	MITF TRPM1 inh	KKLEB cytotox	TRAIL sens C8	NR2E3 ag-2	Shn3 3UTR inh	Peg3 promoter	HIF-2a block
CC(C)Oc1ccc(CNC(=O)CCC(=O)N2CC(C)Sc3ccccc32)cc1 (stereo not given)	2	-8	-2	-12	4	-6	12	26	14	9	6
c1ccc2c(c1)Cn1c-2nc2ccccc21	-23	23	4	-34	8	0	26	-113	-42	-179	-104
Cc1cc2cc(CCNC(=O)c3ccc(C)c([N+](=O)[O-])c3)c(=O)[nH]c2cc1C	-14	16	0	16	1	21	-3	-16	18	32	20
COc1ccc(S(=O)(=O)N2c3cc(C)ccc3OCC2C(C)(C)C)cc1 (stereo not given)	50*	17	2	22	13	-38	14	-66	24	18	11
CCOC(=O)C1(CCc2ccccc2)CCN(C(=O)c2cccc(C)n2)CC1	12	-12	4	-35	-20	-12	-3	-20	-47	-51	-70
OCCNc1ncnc2c1ncn2[C@H]1CN(Cc2ccc3c(c2)OCO3)C[C@@H](CO)O1	24	2	/	19	/	-1	3	27	-4	-3	6
CC(=O)Nc1ccc(NC(=O)C(NC(=O)c2ccc(Cl)cc2)C(C)C)cc1 (stereo not given)	21	-12	/	-16	/	-3	-16	-23	13	-2	-9
CC1CCCC(N2CCN(C(=O)c3ccccc3F)CC2)C1 (stereo not given)	10	-4	1	20	3	-9	-6	8	9	4	19
COC(=O)C1=C(C)N(Cc2ccccc2)C(=NCCCCO)N[C@H]1CCc1ccccc1	-22	10	5	2	-7	1	-8	16	22	-27	10
CNC(=S)N(CCc1c(C)[nH]c2ccc(Cl)cc12)Cc1cc(OC)c(OC)c(OC)c1	10	23	-2	20	5	-10	2	-7	25	16	-6
Cc1[nH]c2ccccc2c1C(=O)C(=O)N1CCN(c2ccccc2)CC1	-14	-16	4	-49	3	20	4	29	-11	18	-8
O=C(O)C1=NOC(CNC(=O)c2ccccc2Cl)C1 (stereo not given)	7	0	-3	-5	-3	-7	31	-10	19	10	10
N#CC1=C(N)SC(N)=C(C#N)C1CCc1ccccc1	-6	11	8	-17	18	-6	-14	-17	4	10	-15
Cc1cc2n(n1)SC(Nc1ccccc1)N2 (stereo not given)	10	-7	-2	-6	-7	3	-13	-29	-53	-46	-80
O=S(=O)(Nc1ncccn1)c1ccc(NC(=S)Nc2ccccc2Cl)cc1	10	8	4	-1	2	5	8	-6	-22	0	12
Cc1cc(C)c2c(N)c(C(=O)c3ccccc3)sc2n1	-41	-24	-1	-41	/	6	-12	-27	2	-21	-61
Cc1cc2nncn2c2ccccc12	7	-1	2	-16	-10	8	3	-35	-20	15	20
CC1(C)OC(=O)N(c2ccccc2)C12C=Cc1cc(Br)ccc1O2 (stereo not given)	-9	-1	2	11	0	-8	6	7	22	29	16
O=C(O)c1ccccc1Nc1ccccc1	-10	-24	1	-4	-5	4	7	-2	1	-15	2
COc1ccccc1NC(=O)CSc1nc(N)c(-c2ccccc2)c(=O)[nH]1	9	-23	3	17	8	-10	-15	-14	5	14	20
CC12CN3CC(C)(CN(C1)C3c1ccc(Cl)cc1)C2 (stereo not given)	-14	13	-1	-11	7	-1	-3	-7	-11	13	22
CN(C)c1nc(NCc2ccccc2)nc(N/N=C/c2cccc(Br)c2)n1	8	-13	-4	9	-11	4	13	13	46	-1	-6
COc1ccc(/C(CC2(O)C(=O)Nc3ccccc32)=N\O)cc1 (stereo not given)	-13	0	0	-4	-3	11	-16	-7	20	-5	30
COc1cc(NS(=O)(=O)c2ccc(NS(=O)(=O)c3ccc(NC(C)=O)cc3)cc2)nc(OC)n1	1	9	-1	-21	-1	8	19	-6	4	1	7
Cc1ccnc(NC(=O)CCC2COc3ccccc3O2)c1 (stereo not given)	42	-20	1	7	-6	-5	5	-9	-11	-86	-84
COC(=O)c1ccc(C2/C(=C(/O)c3ccc4c(c3)CC(C)O4)C(=O)C(=O)N2CCN2CCOCC2)cc1 (stereo not given)	-14	40	0	-21	0	-14	-32	-28	-2	7	-7
COc1ccccc1C(c1nnnn1CC1CCCO1)N1CCN(c2ccccc2)CC1 (stereo not given)	-10	0	5	-24	0	0	-8	-10	-9	23	11
CCN(CC)C(=O)Cn1c(=O)n(CCCCCC(=O)Nc2ccccc2)c(=O)c2sccc21	12	20	-3	6	2	-2	2	17	2	-4	-13
Nc1nc(N)nc(-c2cccc([N+](=O)[O-])c2)n1	7	8	/	5	/	-12	2	-8	12	-27	-47
COc1ccc(S(=O)(=O)N2CCCC(C(=O)N3CCOCC3)C2)cc1OC (stereo not given)	-1	3	-1	-24	5	4	13	1	5	5	5
Cc1nc2cc(C(=O)NCc3cccnc3)ccc2n1-c1ccc(F)cc1F	-6	-2	-2	8	20	16	-5	-7	3	12	20
COC(=O)CCNC(=O)c1ccc2nc(Cc3ccc(OC)c(OC)c3)oc2c1	2	-14	0	-32	-30	4	1	-71	-82	-128	-159
O=C(COC(=O)c1ccc(S(=O)(=O)N2CCCC2)cc1)NCc1ccco1	-30	23	-5	20	-6	14	26	-6	17	7	8
O=C(c1ccc(S(=O)(=O)N2CCOCC2)cc1)N1CCCc2ccccc21	-11	18	0	1	11	5	7	1	6	6	-25
COc1ccccc1N(CC(=O)NC1CCCCC1)S(=O)(=O)c1cccs1	-3	-17	0	-11	8	-12	17	-2	-50	20	14
CC(=O)C(Sc1ccc2nnc(-c3cccnc3)n2n1)C(C)=O	7	-4	0	-19	5	-10	-11	-1	-1	14	14
C=CCNC(=O)C1CC(=O)N(c2ccc(Br)cc2)C1 (stereo not given)	-2	-7	2	1	-6	1	-10	-27	8	6	15
Cc1cccc(NC(=O)CN2C(=O)N/C(=C/c3ccc(C)s3)C2=O)c1	-10	1	1	-38	-1	5	14	-76	-28	15	-58
CC(=O)N1CCC(N2CCN(Cc3ccc(C)cc3)C(CCO)C2)CC1 (stereo not given)	-2	-9	-1	11	5	-1	9	-3	-20	9	17
CC1(C(=O)Nc2ccc3c(c2)OCCO3)CCC(=O)N1C1CC1 (stereo not given)	-32	1	/	9	/	-11	-44	-4	-3	-11	9
O=c1[nH]c(S)c(/C=C2\C=Nc3ccccc32)s1	16	5	-2	-11	/	-16	-4	-25	/	-28	-84
CC(C)n1nnnc1SCC(=O)Nc1ccc2c(c1)OCO2	-28	-43	1	-27	-21	3	-2	-26	-16	-94	-148
Cc1ccc(-n2c([S-])c(C(=O)Nc3ccc(OC(F)F)cc3)[n+]3ccc(C(=O)NCCO)cc23)cc1C	-21	1	-6	-12	3	-8	-9	-24	21	17	-11
CC(C)c1ccc(CN2CCSCC2)cc1	11	9	1	-5	3	0	-6	4	-23	-19	14

A stretch from the list above:
SMILES	CF NFkB inh	TWEAK-Fn14 inh	NR2E3 ag-1	TROY signal inh	MITF TRPM1 inh	KKLEB cytotox	TRAIL sens C8	NR2E3 ag-2	Shn3 3UTR inh	Peg3 promoter	HIF-2a block
COc1ccc(S(=O)(=O)N2CCCC(C(=O)N3CCOCC3)C2)cc1OC (stereo not given)	-1	3	-1	-24	5	4	13	1	5	5	5
Cc1nc2cc(C(=O)NCc3cccnc3)ccc2n1-c1ccc(F)cc1F	-6	-2	-2	8	20	16	-5	-7	3	12	20
COC(=O)CCNC(=O)c1ccc2nc(Cc3ccc(OC)c(OC)c3)oc2c1	2	-14	0	-32	-30	4	1	-71	-82	-128	-159
O=C(COC(=O)c1ccc(S(=O)(=O)N2CCCC2)cc1)NCc1ccco1	-30	23	-5	20	-6	14	26	-6	17	7	8
O=C(c1ccc(S(=O)(=O)N2CCOCC2)cc1)N1CCCc2ccccc21	-11	18	0	1	11	5	7	1	6	6	-25
COc1ccccc1N(CC(=O)NC1CCCCC1)S(=O)(=O)c1cccs1	-3	-17	0	-11	8	-12	17	-2	-50	20	14
CC(=O)C(Sc1ccc2nnc(-c3cccnc3)n2n1)C(C)=O	7	-4	0	-19	5	-10	-11	-1	-1	14	14
C=CCNC(=O)C1CC(=O)N(c2ccc(Br)cc2)C1 (stereo not given)	-2	-7	2	1	-6	1	-10	-27	8	6	15
Cc1cccc(NC(=O)CN2C(=O)N/C(=C/c3ccc(C)s3)C2=O)c1	-10	1	1	-38	-1	5	14	-76	-28	15	-58
CC(=O)N1CCC(N2CCN(Cc3ccc(C)cc3)C(CCO)C2)CC1 (stereo not given)	-2	-9	-1	11	5	-1	9	-3	-20	9	17
CC1(C(=O)Nc2ccc3c(c2)OCCO3)CCC(=O)N1C1CC1 (stereo not given)	-32	1	/	9	/	-11	-44	-4	-3	-11	9
O=c1[nH]c(S)c(/C=C2\C=Nc3ccccc32)s1	16	5	-2	-11	/	-16	-4	-25	/	-28	-84
